Assay outcomes as filed in PubChem.
HEK cytotox: HEK 293 cell cytotoxicity. HEK 293 viability, ATP luminescence (CellTiter-Glo), 48-72 h. Potency, µM (titrated, usually from 115 µM), for the others: at the highest dose activity change, negative = cytotoxicity, usual class: inhibitors. actives 6.6% (n = 94,000). AID 1345083; further: potency means the concentration at half of the fitted maximal effect; nearly all actives have a fitted effect of over 60% in size
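Viability of HEK 293 cells, plated at 250 cells/well, was judged by cellular ATP after compound treatment for 48 or 72 hr. Luminescence was imaged 10 min after CellTiter-Glo addition at room temperature.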
IP6K1 inhibitor: blocks human inositol hexakisphosphate kinase 1. activity change, % (series mostly up to about 58 µM). IP6K1 kinase, ADP-Glo luminescence, 2 h; hits give low values. actives 0.81% (n = 140,000). Q92551; in the data active means activity change below about -25%
Target sequence (Q92551 whole entry, looked up): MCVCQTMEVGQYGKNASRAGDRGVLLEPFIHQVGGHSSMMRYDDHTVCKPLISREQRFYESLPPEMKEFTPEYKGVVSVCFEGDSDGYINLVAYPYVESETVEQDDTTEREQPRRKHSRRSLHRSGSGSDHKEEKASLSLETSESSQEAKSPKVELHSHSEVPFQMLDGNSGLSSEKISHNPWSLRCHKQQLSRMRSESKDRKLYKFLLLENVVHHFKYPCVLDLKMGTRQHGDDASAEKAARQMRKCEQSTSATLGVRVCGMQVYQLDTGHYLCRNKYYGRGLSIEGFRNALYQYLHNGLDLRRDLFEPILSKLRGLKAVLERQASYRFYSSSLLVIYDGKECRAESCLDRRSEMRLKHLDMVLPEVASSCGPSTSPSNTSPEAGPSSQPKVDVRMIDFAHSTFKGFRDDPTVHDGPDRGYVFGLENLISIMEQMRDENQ
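ADP-Glo luminescence measures ADP made by human IP6K1 during a 2 h RT reaction with ATP/IP6 (mix at 1.3 mM/130 uM); top library doses 57.5 and 19.1 uM final.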
NIH3T3 tox: kills NIH 3T3 cells. NIH 3T3 viability, CellTiter-Glo ATP luminescence, 48-72 h. Potency, µM (highest dose often 96.7 µM), for inactives: at the top dose activity change, negative = cytotoxicity, most hits filed as inhibitors. actives 4.3% (n = 94,000). AID 1345082; further: potency means the concentration at half of the fitted maximal effect; nearly all actives have a fitted effect of over 55% in size
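First NIH 3T3 cells are plated at 400 cells/well; next compound is pinned in; then plates incubate 48 or 72 hr at 37 °C; finally CellTiter-Glo is added and luminescence read after 10 min.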
HEK293 viab: reduces viability of HEK-293 SNCA reporter cells | Potency, µM (series often up to 57.1 µM), inactives show at the top dose activity change, negative = cytotoxicity, hits mostly cytotoxic | actives 0.12% (n = 150,000) | AID 1671193 | HEK-293-SNCA-luc viability, GF-AFC fluorescence, 24 h;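 further: potency means the concentration at half of the fitted maximal effect; 0% = DMSO-treated cells and -100% = medium-only wells without cells; nearly all actives have a fitted effect of over 30% in size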
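Cytotoxicity counterscreen: after 24 h compound treatment of genome-edited SNCA-luciferase HEK-293 cells, live-cell protease substrate GF-AFC read by fluorescence after 30 min; activity scaled between DMSO (0%) and medium-only (-100%), curves Hill-fitted.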
SNCA expr inh: inhibitors of alpha-synuclein (SNCA) gene expression | HEK-293 SNCA-luciferase knock-in, luminescence, 24 h | Potency, µM (series often up to 57.2 µM), for inactives: top-dose activity change, negative = inhibition, most hits filed as inhibitors | actives 0.17% (n = 140,000);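 further: potency means the concentration at half of the fitted maximal effect; plate controls were DMSO cells for no effect and cell-free wells for full effect; nearly all actives have a fitted effect of over 45% in size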
Luciferase inh: inhibitors of firefly (Photinus pyralis) luciferase; P08659; purified P. pyralis luciferase, luminescence, biochemical; Potency, µM (doses to about 115 µM), for the others: top-dose activity change, negative = inhibition, usual class: inhibitors; actives 2.5% (n = 76,000); AID 1347043; further: potency means the concentration at half of the fitted maximal effect; nearly all actives have a fitted effect of over 65% in size
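Inhibitors were tested against purified firefly luciferase in a biochemical, low-substrate format (both substrates at 10uM) and luminescence measured with a CCD imager.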
GPT2 inhibitor: inhibitors of human GPT2 alanine aminotransferase | Q8TD30 | Recombinant GPT2, coupled pyruvate oxidase/HRP Amplex Red fluorescence | Potency, µM (titrated, usually from 57.7 µM), for the others: top-dose activity change, negative = inhibition, hits mostly inhibitors | actives 0.25% (n = 100,000); further: potency means the concentration at half of the fitted maximal effect; nearly all actives have a fitted effect of over 60% in size; many of its hits are not listed in these tables
Target sequence (Q8TD30 whole entry, looked up): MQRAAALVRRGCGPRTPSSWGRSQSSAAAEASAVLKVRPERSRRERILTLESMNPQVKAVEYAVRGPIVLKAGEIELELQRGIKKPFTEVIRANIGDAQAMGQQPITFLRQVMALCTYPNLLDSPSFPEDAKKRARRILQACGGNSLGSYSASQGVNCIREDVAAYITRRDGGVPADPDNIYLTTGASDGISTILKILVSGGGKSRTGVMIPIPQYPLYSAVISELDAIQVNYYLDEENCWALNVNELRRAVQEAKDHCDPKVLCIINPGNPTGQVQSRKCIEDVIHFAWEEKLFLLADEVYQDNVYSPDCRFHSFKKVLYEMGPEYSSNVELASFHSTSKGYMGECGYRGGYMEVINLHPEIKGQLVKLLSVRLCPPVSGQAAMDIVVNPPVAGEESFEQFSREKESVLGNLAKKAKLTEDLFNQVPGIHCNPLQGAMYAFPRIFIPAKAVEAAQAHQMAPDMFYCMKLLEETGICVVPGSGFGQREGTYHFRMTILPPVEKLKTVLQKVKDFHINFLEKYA
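Inhibition is scored from Amplex Red fluorescence generated when pyruvate oxidase and HRP act on pyruvate released by GPT2. Reactions contain 10ng/uL enzyme, 250uM a-KG and 2mM L-alanine and run 30 min at room temperature.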
Starred values were filed as active, the others as inactive; i = inactive; ? = inconclusive; . = not tested or not shown; & = joins results of further samples; [ ] = remark or other dose. Unless noted, the call rests on the fitted dose curve; in most records, active means well fitted curve in the direction sought with a large enough effect; inconclusive means small, poorly fitted or top-dose-only effect, or another doubt; inactive means no such curve, though single readings can be large; an effect the other way counts as inactive or inconclusive. Unless noted, on the % scale 0 is the no-effect control and ±100 the full control effect.

SMILES	HEK cytotox	IP6K1 inhibitor	NIH3T3 tox	HEK293 viab	SNCA expr inh	Luciferase inh	GPT2 inhibitor
COc1cc(OC(F)(F)F)ccc1C(=O)N1CCC(C)(C(=O)O)CC1	-3%	-9	0%	7%	19%	.	i
CN1c2cc(C(=O)NCc3ccc(F)cc3F)ccc2C(=O)N2CCCC21 (stereo not given)	?	11	-12%	-2%[12.5 µM]	7%	-14%	i
COc1cccc(-c2ccc3c(N)c(C(=O)c4ccc(Br)cc4)sc3n2)c1	.	4	.	?	0%	.	.
O=C(NC1CCN(c2ccnc3ccnn23)CC1)C1CCCC1	-18%[172 µM]	14	-10%[138 µM]	8%[87.6 µM]	26%[87.6 µM]	.	i
COc1ccc(C(=O)N[C@H]2C[C@@H](c3nc(-c4ccccc4)no3)N(C)C2)cc1	?	10	?	?	-3%[87.6 µM]	-9%[172 µM]	-5%[88.5 µM]
C=CCC1(CO)CCCN(C(=O)Cc2ccc(CO)cc2)C1 (stereo not given)	2%	-2	-4%	1%	-4%	1%	i
COc1ccccc1-c1nc(C(=O)NC2CC2)n2ccncc12	?	4	56µM*	6%[87.6 µM]	14%[87.6 µM]	-4%[172 µM]	-22%[88.5 µM]
CC(=O)c1ccc(N2CCN(C(=O)Cn3ncc4c3-c3ccccc3OC4)CC2)cc1	.	20	.	-10%	-17%	.	.
COc1cccc(NC(=O)CSc2nc(=O)n(Cc3ccncc3)c3c2CCC3)c1	.	12	.	0%	-9%	.	.
O=C(Cn1c(=O)n2nc(-c3cccc(F)c3)nc2c2ccccc21)NCc1ccc(Cl)cc1	.	2	.	-15%	-8%	.	.
O=C(NCc1ccncc1)[C@@H]1C[C@@H](c2ccc(F)cc2)N(Cc2ccccc2)C1	?	8	-16%[138 µM]	-13%[87.6 µM]	-15%[87.6 µM]	2%[172 µM]	-11%[88.5 µM]
CCN(C(=O)c1cc2c(=O)oc3ccccc3c2s1)c1ccccc1F	.	-8	.	3%	-2%	.	.
CN1[C@@H](CCC(=O)NCc2ccco2)CNC(=O)[C@@H]2[C@H]1CCN2Cc1ccccn1	3%[172 µM]	-5	-12%[174 µM]	6%[87.6 µM]	2%[87.6 µM]	-2%[172 µM]	-8%[88.5 µM]
CCN(CC)S(=O)(=O)c1ccc(C(=O)NCCSc2c(-c3ccc(C)cc3)[nH]c3ccccc23)cc1	.	-1	.	11%	-15%	.	.
CCOC(=O)c1cc2cc(NC(=O)C3=CC(C)(C)Oc4ccc(OC)cc43)ccc2o1	45µM*	6	?	.	.	.	.
COc1ccc2c(c1)nc1n2[C@@H](CNC(C)C)COC1	-10%[230 µM]	-10	-13%[174 µM]	6%[87.6 µM]	5%[87.6 µM]	-1%[230 µM]	-2%[88.5 µM]
O=c1cc(-c2cccnc2)oc2c(-c3ccccc3F)nccc12	?	-11	20µM*	-17%[87.6 µM]	?	-16%[172 µM]	2%[88.5 µM]
O=C(CCC[C@@H]1[C@H]2CCCN3CCC[C@@H](CN1C(=O)NC1CCCCC1)[C@@H]23)NCC1CC1	-3%	9	i	-3%	39%[activator]	-32%	0%
NS(=O)(=O)c1ccc(CCNC(=O)CCC2CCN(C(=O)c3ccccc3)CC2)cc1	-16%	7	-18%	?	-23%	-12%	-12%
Cc1ccc(OCCSc2nc3ccc(NC(=O)COc4ccc(C)cc4)cc3s2)cc1	.	9	.	-2%	3%	.	.
COCCNc1ncnc2c1c(-c1ccccc1)cn2-c1cccc(Cl)c1	.	-8	.	-2%	-3%	.	.
CSc1nc(N)c2ncn([C@@H]3O[C@H](COP(=O)(O)OP(=O)(O)O)C(O)[C@H]3O)c2n1 (stereo not given in full)	.	.	.	8%	22%	.	i
Cc1ccccc1OCc1nc(C2CN(C(=O)c3nccc4ccccc34)C2)no1	?	17	?	?	?	-18%	i
CC1=C[C@@H](CNC(=O)CCC(=O)O)[C@H](C(C)C)C[C@H]1CC(=O)NCc1ccc(C#N)cc1	i	-5	-3%	0%	-1%	3%	-2%
CCN(c1ccccc1)S(=O)(=O)c1nnc(NC(=O)COc2ccccc2F)s1	.	8	.	10%	-2%	.	.
CC(C)(C)C(=O)NCc1ccnc2[nH]ccc12	-2%[172 µM]	-7	i	3%[87.6 µM]	-14%[87.6 µM]	-2%[172 µM]	i
COc1ccc(NC(=O)Cn2nc(-c3ccncc3)ccc2=O)cc1Cl	.	20	.	-3%	?	.	.
c1ccc(-c2nn3c(c2-c2ccnc4cc(OCCN5CCOCC5)ccc24)CCC3)nc1	.	.	.	2%	-8%	.	i
Cn1cnc(S(=O)(=O)N2CCC3(CC2)CC(OCC2CC2)CCO3)c1 (stereo not given)	-1%	-2	?	-5%[12.5 µM]	-16%	-1%	i
O=C1[C@@H]2C[C@@H](CN2Cc2nccs2)Oc2ccccc2N1CC1CC1	?	2	?	3%[87.6 µM]	-25%[87.6 µM]	7%[172 µM]	-1%[88.5 µM]
Cc1nn2c(=O)cc(COC(=O)c3ccc(NC(=O)c4ccc(C(C)(C)C)cc4)cc3)nc2s1	.	-7	.	-7%	-1%	.	.
O=C(Nc1ccccc1)[C@H]1O[C@H](CCN2CCOCC2)CC[C@@H]1O	1%[172 µM]	0	-13%[174 µM]	0%[87.6 µM]	-6%[87.6 µM]	1%[172 µM]	?
Cc1ccc(C)c(NC(=O)Cn2c(=O)n(Cc3nc(C)no3)c(=O)c3cc4c(cc32)OCO4)c1	.	5	.	1%	-1%	.	.
CCN1C(=O)C2CC3(CCN(C(=O)c4cccn4C)CC3)CN2C1=O (stereo not given)	4%	11	-10%	18%	19%	.	?
CC(C)NC(=O)C[C@@H]1O[C@H](CNC(=O)c2ccccc2)[C@@H](O)[C@H]1O	-20%[172 µM]	16	-6%[174 µM]	2%[87.6 µM]	0%[87.6 µM]	3%[172 µM]	-7%[88.5 µM]
COc1ccccc1CNS(=O)(=O)c1ccc(-c2cc(C(F)(F)F)on2)s1	.	36	.	2%	-18%	.	.
COCCn1cnc2ccc(OCc3ccc(Cl)cc3)nc2c1=O	?	11	-30%[138 µM]	-6%[87.6 µM]	15%[87.6 µM]	-4%[172 µM]	3%[88.5 µM]
CCN1c2cc(C(=O)Nc3ccc(F)c(Cl)c3)ccc2C(=O)N2CCCCC21 (stereo not given)	40µM*	-1	25µM*	29%[12.5 µM]	-23%	-9%	i
O=C(CCc1ccccc1)N1CCC2(CC1)CC(OCC1CC1)CCO2 (stereo not given)	-7%	-16	-18%	6%[12.5 µM]	10%	-5%	i
CCC(C(=O)NCCc1ccc(SC)cc1)n1nc(C)c2c(C)n(-c3ccc(C)cc3)nc2c1=O (stereo not given)	.	-1	.	-20%	?	.	.
O=C1N(Cc2ccc(F)cc2)CCCC12CCN(c1nc3ccccc3o1)C2 (stereo not given)	?	-15	?	1%	47%[activator]	-3%	?
COc1cccc(CCC(=O)N[C@@H]2CN(c3ncccn3)C[C@H]2CO)c1	0%	-2	3%	2%	13%	2%	-4%
COCC(=O)N1CCCC(C(=O)NCCCn2nc(C)c(Cl)c2C)C1 (stereo not given)	-2%	2	4%	6%	2%	9%	4%
CC1=C(C(=O)OC(C)(C)C)C(c2ccccc2)N2C(CC(=O)NCc3ccco3)=CSC2=N1 (stereo not given)	?	30	?	-7%	2%	-11%	i
CC1(C(=O)NCC2CCCO2)COCc2cnc(Nc3ccccc3)nc21 (stereo not given)	-17%[172 µM]	-2	?	5%[87.6 µM]	-9%[87.6 µM]	6%[172 µM]	2%[88.5 µM]
Cn1c(Cn2cccn2)nnc1C1CC(NC(=O)c2sccc2N)C1 (stereo not given)	2%&-2%	3&12	-11%&-13%	-10%&0%	14%&-21%	0%&-10%	?
COc1ccc(CNC(=O)C2CCCN2c2nccc(Nc3ccccc3OC)n2)cc1 (stereo not given)	?	13	?	-22%	0%	.	i
Cn1cccc1CN1CCC2(CC1)CC(c1cccnc1)=NO2	?	4	-12%[138 µM]	-25%[87.6 µM]	4%[87.6 µM]	-10%[172 µM]	?
COc1ccc(CC(=O)N(Cc2nc(-c3ccc(C)cc3)no2)C(C)C)cc1	.	-4	.	-13%	-14%	.	.
COC(=O)CNC(=O)c1nc(-c2ccc(Cl)cc2)c2ccccn12	-19%[172 µM]	4	?	?	43%[activator][87.6 µM]	?	i
O=C1CC2(CCN(C(=O)C3CCCN3C(=O)c3ccccc3Cl)CC2)Oc2ccccc2N1 (stereo not given)	-15%	-3	-13%	-5%	8%	.	-5%
Clc1ccccc1CNC[C@H]1Cn2ccnc2CO1	-20%[230 µM]	-7	-23%[174 µM]	-4%[87.6 µM]	1%[87.6 µM]	-2%[230 µM]	0%[88.5 µM]
O=C(NC[C@H]1O[C@H](Cc2cc(COc3ccccc3)on2)CC[C@@H]1O)Nc1cccc(F)c1	?	-5	?	-30%	?	9%	-12%
Cc1ccc(CCNC(=O)NCc2noc3ccc(C)cc23)cc1	.	-13	.	8%	?	.	.
CCOc1ccc(CCNC(=O)Cn2c(=O)c3cccn3c3ccc(F)cc32)cc1OCC	.	15	.	5%	42%[activator]	.	.
CC1=C(c2ccc(C)c(C)c2)S(=O)(=O)N=C1N1CCC(C(=O)Nc2ccc(Cl)cc2)CC1	.	16	.	-11%	-6%	.	.
CC(=O)N1CCN(C(=O)C2CCCN2C(=O)c2cccc(-c3ccccn3)c2)CC1 (stereo not given)	-5%	-7	-6%	4%	-1%	.	i
CC(=O)Nc1ccc(NC(=O)c2cc(CN3CCCC3)on2)cc1	.	13	.	8%	3%	.	.
CCc1cc(=O)n(CC(=O)Nc2ccccc2F)c(-c2ccccc2)n1	-12%	-8	-7%	5%	-2%	8%	-4%
CCOc1ccccc1NC(=O)Cn1c(-c2ccc(F)cc2)nc(C)c(CCO)c1=O	?	-3	-19%	4%	14%	-3%	i
C=CCNC(=O)CC1COc2ccc(C(=O)NCCOC)cc2N1C (stereo not given)	i	4	3%	-14%	4%	-3%	i
COc1ccccc1C(=O)N1CCC(C(NC(=O)c2ccccc2C)C(=O)N2CCCC2)CC1 (stereo not given)	-5%	18	?	5%	12%	-8%	i

Random excerpt: four records from the list, in no set order.
SMILES	HEK cytotox	IP6K1 inhibitor	NIH3T3 tox	HEK293 viab	SNCA expr inh	Luciferase inh	GPT2 inhibitor
O=C(NC[C@H]1O[C@H](Cc2cc(COc3ccccc3)on2)CC[C@@H]1O)Nc1cccc(F)c1	?	-5	?	-30%	?	9%	-12%
Clc1ccccc1CNC[C@H]1Cn2ccnc2CO1	-20%[230 µM]	-7	-23%[174 µM]	-4%[87.6 µM]	1%[87.6 µM]	-2%[230 µM]	0%[88.5 µM]
CCOc1ccccc1NC(=O)Cn1c(-c2ccc(F)cc2)nc(C)c(CCO)c1=O	?	-3	-19%	4%	14%	-3%	i
COC(=O)CNC(=O)c1nc(-c2ccc(Cl)cc2)c2ccccn12	-19%[172 µM]	4	?	?	43%[activator][87.6 µM]	?	i

Only part of the results is shown. The share of hits here may be higher or lower than overall.
